HT1080-NT tox – kills 2HG-producing HT-1080-NT fibrosarcoma cells; HT-1080-NT fibrosarcoma viability, CellTiter-Glo ATP luminescence, 48 h; Potency, µM (series often up to 46.1 µM), inactives show at the highest dose activity, negative = less viability, most hits filed as cytotoxic; actives 1.6% (n = 360,000); AID 686970;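 also: NT is the 2HG producing partner of a matched IDH1 knockdown line; potency is read from the fitted curve at half-maximal effect; 0% = DMSO-treated cells and -100% = media-only wells without cells; nearly all actives have a fitted effect of over 55% in size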
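HT-1080-NT; 750 cells/well; 5% FBS RPMI; 48 h compound, 37 degrees C; CellTiter-Glo luminescence; curve fitting and curve-class assignment.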
ATXN2 expr inh – reduces ATXN2 reporter expression in HEK-293 cells. HEK-293 ATXN2-luciferase reporter, luminescence, 24 h. Potency, µM (top dose mostly 57 µM), without a hit: at the highest dose activity change, negative = inhibition, hits mostly inhibitors. actives 0.72% (n = 360,000). AID 1745845; also: potency is read from the fitted curve at half-maximal effect; % is scaled to controls: 0 for no effect and ±100 for the full control effect; nearly all actives have a fitted effect of over 55% in size
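qHTS (up to 57 uM final) was run with 24 h compound exposure of reporter cells at 37 °C. Each well was multiplexed: SteadyGlo luminescence measured ATXN2-luciferase expression after a fluorogenic Gly-Phe-AFC viability readout (25 uM final).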
KB-V1 cytotox – KB-V1 MDR subline cytotoxicity; KB-V1 MDR cells viability, CellTiter-Glo, 72 h; Potency, µM (titrated, usually from 46.1 µM), without a hit: at the top dose activity change, negative = cytotoxicity, usual class: cytotoxic; actives 3.4% (n = 400,000); AID 1347076; also: potency is read from the fitted curve at half-maximal effect; % is scaled to controls: 0 for no effect and ±100 for the full control effect; nearly all actives have a fitted effect of over 60% in size
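Compound-treated KB-V1 multidrug-resistant cells, 72 h, 37 degrees C; viability by CellTiter-Glo. Fitted qHTS curves give the values.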
IL-1B inflam inh – inhibitors of inflammasome signaling (IL-1 beta secretion) | THP-1 LPS/ATP IL-1B secretion, AlphaLISA, 16 h; hits give low values | activity change, % at 57.5 µM | actives 4.7% (n = 360,000) | AID 743279; in the data active = activity change below about -50%; inconclusive = mostly about -30% to -49%; also: % is scaled to controls: 0 for no effect and ±100 for the full control effect
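THP-1 cells pretreated 1 hr with compounds (up to 57.5 uM final), then stimulated with LPS (250 ng/mL final) plus ATP (1.25 mM final); secreted IL-1B measured by AlphaLISA after 16 hr, decreased signal indicating inhibition.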
KB-3-1 tox – kills parental KB-3-1 adenocarcinoma cells. KB-3-1 viability, CellTiter-Glo ATP luminescence, 72 h. Potency, µM (highest dose often 46.1 µM), for inactives: at the highest dose activity change, negative = cytotoxic, usual class: cytotoxic. actives 1.4% (n = 400,000). AID 1347075; also: potency is read from the fitted curve at half-maximal effect; % is scaled to controls: 0 for no effect and ±100 for the full control effect; nearly all actives have a fitted effect of over 60% in size
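Parental KB-3-1 adenocarcinoma cells in phenol-red-free DMEM with 10% FBS were pin-treated with compounds at several concentrations, incubated 72 h at 37 °C, and viability read by CellTiter-Glo luminescence; concentration-effect curves were fitted after normalization.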
MCF10A rerep – DNA re-replication induction in MCF 10a cells; Potency, µM (series often up to 46.1 µM), inactives show top-dose activity, positive = re-replication, most hits filed as activators; AID 624296; MCF 10A DNA re-replication, Hoechst nuclear intensity, 48 h; actives 2.9% (n = 350,000); also: potency is read from the fitted curve at half-maximal effect; % of control where 0% means no effect; nearly all actives have a fitted effect of over 50% in size
S2 tox – viability counter-screen for ATXN expression inhibitors | Potency, µM (top dose mostly 56.7 µM), actives largely listed as cytotoxic | S2 cells (HEK-293 line with an ATXN2-luciferase reporter) viability, CellTiter-Fluor protease fluorescence, 24 h | actives 0.49% (n = 400,000); also: potency is read from the fitted curve at half-maximal effect; nearly all actives have a fitted effect of over 40% in size
HT1080 IDH1KD tx – HT-1080 IDH1 knockdown cell toxicity (counter line); Potency, µM (series often up to 46.1 µM), inactives show at the top dose activity, negative = toxicity, hits mostly cytotoxic; AID 686971; HT-1080 IDH1 knockdown viability, ATP luminescence, 48 h; actives 2% (n = 360,000);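 also: potency is read from the fitted curve at half-maximal effect; 0% = DMSO wells and -100% = cell-free medium wells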
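Viability of IDH1-knockdown HT-1080 fibrosarcoma cells was assessed by CellTiter-Glo after 48 h at 37 °C with titrated compound; concentration-effect curves were classified by fit quality and response size.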
SW480 rereplic – inducers of DNA re-replication in SW480 colon cancer cells; AID 624297; SW480 DNA re-replication, Hoechst DNA content imaging, 48 h; Potency, µM (highest dose often 46.1 µM), inactives show at the highest dose re-replication activation, actives largely listed as activators; actives 1.8% (n = 340,000); also: potency is read from the fitted curve at half-maximal effect; % of control where 0% means no effect; nearly all actives have a fitted effect of over 55% in size
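250 cells/well; 23 nL cpd via pin tool; 48 hr, 37 C, 5% CO2; Hoechst 40 min; imager read of total nuclear intensity, ex 405/em 500-530 nm.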
An asterisk follows results filed as active; i = inactive; ? = inconclusive; nt = no result given; & = joins results of further samples; [ ] = dose if it differs, or a comment. Unless noted, calls follow the shape of the dose curve; as a rule, active = well fitted curve in the direction sought with a large enough effect; inconclusive = small, poorly fitted or top-dose-only effect, or another doubt; inactive = no such curve, though single readings can be large; an effect the other way counts as inactive or inconclusive.

| mol | HT1080-NT tox | ATXN2 expr inh | KB-V1 cytotox | IL-1B inflam inh | KB-3-1 tox | MCF10A rerep | S2 tox | HT1080 IDH1KD tx | SW480 rereplic |
| --- | --- | --- | --- | --- | --- | --- | --- | --- | --- |
| COc1ccc(-c2noc(-c3ccc(NCC4CCCO4)c([N+](=O)[O-])c3)n2)cc1OC (configuration not stated) | nt | 12% | 0% | nt | 2% | nt | i | nt | nt |
| CCOC(=O)CSc1nc2sc(C(=O)O)c(C)c2c(=O)[nH]1 | 20% | 2% | 0% | 40 | -1% | 0% | i | 1% | -13% |
| O=[N+]([O-])c1ccc(CSc2ccc(S(=O)(=O)N3CCCC3)cn2)cc1 | -16% | -24% | -3% | 0 | -6% | -4% | i | -11% | -8% |
| CCOc1ccc(NC(=O)c2ccc3c(c2)CCN3S(C)(=O)=O)cc1 | -2% | -4% | -9% | -26 | -9% | 2% | i | -1% | -1% |
| CNc1nc(Cl)nc(Nc2ccccc2)n1 | 3% | nt | 5.8µM* | 6 | ? | ? | i | 2% | -20% |
| O=C(OCC(=O)c1cccs1)c1ccc([N+](=O)[O-])o1 | -14% | 1% | 33% | -12 | 12% | 15% | i | -14% | -4% |
| Clc1cccc2sc(N3CCCCC3)nc12 | 19% | 66%[activator] | 1% | 23 | -1% | -4% | i | 14% | -4% |
| Cc1cc(Cl)c2oc(C(=O)NC3CCC(O)CC3)c(C)c2c1 (configuration not stated) | -2% | -1% | 18% | -11 | 15% | -11% | i | -1% | -5% |
| COc1ccc(C(=O)COc2ccccc2C(=O)Nc2ccccc2)cc1 | -1% | -18% | -15% | 84 | ? | 36% | i | -7% | ? |
| COc1cc2cc(Oc3ccc4ccc(=O)oc4c3)c(=O)oc2cc1OC(=O)/C=C/c1ccccc1 | 15% | 5% | ? | 17 | ? | ? | i | 12% | ? |
| Cc1cccc(NS(=O)(=O)c2cc(OCC(N)=O)c(C)cc2Cl)c1 | -4% | -9% | -3% | 33 | -11% | -1% | i | -3% | 3% |
| CCn1cc(/C=N/NC(=O)COc2cccc3cccnc23)c2ccccc21 | -23% | 1% | 25% | -29 | 17% | ? | i | -29% | -4% |
| CN(C)c1ccc(N/C=C/C(=O)c2ccccc2)cc1 | 8.9µM* | ? | ? | -11 | 3% | ? | i | ? | ? |
| Cc1ccsc1C(=O)N1CCN(C(=O)c2ccco2)CC1 | -3% | -3% | 8% | -2 | -20% | 3% | i | -8% | 4% |
| CCC/C(O)=C1\C(=O)CC(C)(C)CC1=NCCO | 5% | 0% | 0% | 9 | 18% | 0% | i | 8% | -3% |
| CCOc1ccccc1CNC(=O)c1sc2ncccc2c1-n1cccc1 | nt | 7% | -21% | nt | -14% | nt | i | nt | nt |
| COc1cc(/C=N/NC(=O)c2ccc(-n3cccc3)cc2)ccc1O | 1% | 4% | -5% | -69* | -10% | ? | i | -13% | -3% |
| Cc1ccc(NC(=O)c2nc3nccc(C)n3n2)cc1S(=O)(=O)N1CCCCC1 | 1% | nt | 1% | 42 | 3% | 7% | i | 0% | -8% |
| COC(=O)C1(C(C[N+](=O)[O-])c2ccc(C)cc2)C(=O)NCC1c1ccco1 (configuration not stated) | -2% | 19% | -5% | -5 | 7% | 3% | ? | -12% | -3% |
| COc1ccc(Cl)cc1NC(=O)C[n+]1cccc(C)c1 | -2% | nt | 23% | -6 | 2% | -3% | i | 8% | -20% |
| O=[N+]([O-])c1ccn(-c2nc(-c3ccccc3)cc(C(F)(F)F)n2)n1 | -1% | -2% | 14% | -11 | 11% | -2% | i | 7% | 0% |
| COc1ccccc1-c1nnn(CC#N)n1 | 0% | -8% | 14% | 4 | 15% | 15% | i | 0% | 1% |
| O=C(O)CCCNS(=O)(=O)c1cccs1 | 15% | 4% | 12% | 10 | -2% | 1% | i | -6% | 0%[9.22 µM] |
| O=C(O)CCC(=O)Nc1ccc(S(=O)(=O)Nc2nccs2)cc1 | 9% | -2%&12% | 13% | 9 | 0% | -4% | i | 13% | -9% |
| COC(=O)COc1cccc2c(=O)n(CC(=O)Nc3ccc4c(c3)OCCO4)ccc12 | -5% | -30% | 10% | -50* | 0% | ? | i | ? | 12% |
| CCc1ccc(NC(=O)C(Cc2ccccc2)NS(=O)(=O)c2ccc3c(c2)CCN3C(C)=O)cc1 (configuration not stated) | nt | 8% | ? | nt | -17% | nt | i | nt | nt |
| COc1cc(NC(=O)c2cccnc2SC)cc(OC)c1OC | -2% | -9% | ? | 22 | 6% | 18% | ? | -2% | -1% |
| Nc1ncnc2nc(Sc3ccc(Cl)cc3)[nH]c12 | -9% | -10% | 2% | -3 | 0% | 0% | i | -2% | 0% |
| COC(C(=O)Nc1ccc(F)cc1F)c1ccccc1 (configuration not stated) | 13% | 3% | 14% | 8 | 2% | 3% | i | 4% | -1% |
| COc1ccc(C2=NN3C(=O)c4c(ccc(OC)c4OC)C3C2)cc1 (configuration not stated) | 11% | 8% | ? | -3 | -2% | -3% | i | 5% | -1% |
| Nc1nn(-c2ccccc2)nc1C(=O)OCc1ccccc1Br | nt | 53%[activator] | 0% | nt | 1% | nt | i | nt | nt |
| O=C(CN1C(=O)NC2(CCCC2)C1=O)Nc1ccc(F)c(F)c1F | 3% | nt | 9% | -3 | 4% | 2% | nt | 2% | -20% |
| COC(=O)CCC(=O)OC1(C)C(=O)C2=CN(CCc3c[nH]c4ccccc34)C(c3ccc(OC)cc3)=CC2=C(Br)C1=O (configuration not stated) | 1% | 28% | 5% | 18 | 15% | ? | i | -1% | 5%[9.22 µM] |
| Nc1nc(N)c(-c2ccccc2)s1 | nt | 10% | 0% | nt | -20% | 0% | i | nt | -1% |
| O=S1(=O)CC(N2CCC(Cc3ccccc3)CC2)CN1CCc1ccccc1 (configuration not stated) | 3% | 0% | -11% | 29 | 0% | nt | i | 0% | nt |
| O=C(C(=O)N1CCN(c2ccccc2)CC1)c1ccccc1 | 28% | nt | -5% | -7 | 15% | nt | nt | 19% | nt |
| CC(=O)OC(C(=O)NCc1ccc2c(c1)OCO2)c1ccccc1Cl (configuration not stated) | 0% | 3% | 0% | -2 | -1% | ? | i | 8% | -3% |
| Cc1ccc(Cl)cc1NC(=O)COC(=O)CSc1ccccc1 | 0% | -16% | 26% | -4 | -2% | 1% | i | 3% | -2% |
| O=[N+]([O-])c1cccc(-c2nnc3ccccn23)c1 | -1% | -10% | ? | 0 | 21% | 5% | i | 4% | -21% |
| O=S(=O)(c1ccc(-c2nnco2)cc1)N1CCCCC1 | 13% | 10% | -3% | 4 | 0% | -14% | i | 0% | -18% |
| O=C(CCC1CC(=O)Nc2ccccc21)NCc1ccc(F)cc1 (configuration not stated) | 3% | 2% | -21% | 0 | 1% | ? | i | -10% | 3% |
| CCCSC1=C(C#N)C(c2cc(OC)ccc2OC)CC(=O)N1 (configuration not stated) | -2% | -4% | -10% | 1 | -20% | -2% | i | -3% | 9% |
| COc1ccc(C)cc1NC(=O)C1CC(=O)N(CCc2ccccc2)C1 (configuration not stated) | 1% | 4% | ? | -11 | 5% | 1% | i | -3% | 2% |
| CS(=O)(=O)Nc1ccccc1C(=O)OCC(=O)N1CCC(c2ccccc2)=N1 | 2% | 6% | -5% | -21 | 22% | 2% | i | 9% | 0% |
| COCCN(C(=O)c1ccc2c(c1)S(=O)(=O)N=C1CCCCCN12)c1c(N)n(CC(C)C)c(=O)[nH]c1=O | 7% | 0% | 0% | 5 | -1% | 3% | i | 2% | -5% |
| NS(=O)(=O)c1ccc(CCNC(=O)c2ccccc2F)cc1 | 1% | -1% | -18% | -5 | 5% | -3% | i | -1% | -2% |
| CC(NC(=O)c1cc2cc(Cl)ccc2oc1=N)c1ccccc1 (configuration not stated) | 1% | 0% | -32% | 0 | -18% | 6% | i | 22% | -13% |
| COc1ccc(/C=N/Nc2cc(C)nc3ccccc23)cc1 | 18µM* | ? | ? | -107* | 15µM* | 1.6µM* | ? | ? | 4.1µM* |
| CCn1cc(C(=O)NCc2ccccc2Cl)c(=O)c2cc(S(=O)(=O)N3CCOCC3)ccc21 | nt | 5% | 16% | nt | 21% | nt | i | nt | nt |
| COc1ccc(CNC(=O)C(CC(C)C)NC(=O)c2ccccc2C)cc1 (configuration not stated) | 5% | 6% | ? | -7 | 1% | -1% | i | 13% | -5% |
| CCOC(=O)c1sc(NC(=O)c2cc(-c3ccccc3C)nc3ccccc23)c(C#N)c1C | ? | 0% | ? | -83* | 8.2µM* | 2.6µM* | ? | ? | 3% |
| CCN1C=C(Cc2ccc(F)cc2)C2=C(C1)C(c1ccc(F)cc1)C(C#N)=C(N)O2 (configuration not stated) | ? | 4% | 16µM* | -103* | ? | ? | i | -1%[9.24 µM] | ? |
| Cc1cccc(/C(N)=N/OC(=O)N2c3ccccc3Sc3ccccc32)c1 | -17% | -20% | -7% | 0 | 5% | ? | i | -12% | -2% |
| CCn1c(=O)cc(OCC(=O)Nc2cc(Cl)c(OC)cc2OC)c2ccccc21 | nt | -7% | 0% | nt | -26% | nt | i | nt | nt |
| C/C(=C1/SC(N2CC(C)OC(C)C2)=NC1=O)c1ccccc1 (configuration not stated) | 20% | 3% | ? | 11 | 7% | -3% | i | 2% | -3% |
| CCOC(=O)c1c(C)[nH]c(C(=O)COC(=O)/C=C/c2ccc(O)c(OC)c2)c1C | -8% | -10% | -8% | 22 | 2% | ? | i | -6% | 3% |
